# Bioassay records from PubChem BioAssay.
# MEX-5 binding: C. elegans MEX-5 TCR-2 RNA binding activity; activity score (negative = inhibition of binding), % at 10 µM; Q9XUB2; MEX-5/FITC-TCR2 RNA binding, fluorescence polarization; active compounds read low; 300,000 tested, 0.38% active;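 active = inhibition past about -25% in most replicates, and total fluorescence under double the plate's negative control median, limit read from the data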;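 note: 0% = DMSO and -100% = 5 µM competing unlabeled TCR2 RNA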
# Fam108B inh: counter-screen for RBBP9 inhibitors: inhibitors of mouse Fam108B; recombinant Fam108B, FP-Rh probe fluorescence polarization; inhibition, % at 9.51 µM; 300,000 tested, 0.33% active;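 active = inhibition above the screen mean inhibition plus 3 SD, computed separately per campaign, cut at about 18% in these data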;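 note: inhibitors lower polarization as less probe binds the enzyme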
# PME-1 inh: blocks human protein phosphatase methylesterase 1 | Q9Y570 | recombinant PME-1, FP-Rh probe fluorescence polarization | inhibition, % at 5.9 µM | 320,000 tested, 0.53% active | AID 2130;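 active = inhibition above the campaign mean of all compounds plus 3 SD, cut at about 26% in these data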;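 note: competitive labeling of PME-1 active site by serine hydrolase directed probe; 0% = PME-1 with DMSO and 100% = wells lacking PME-1 enzyme; inhibitors block probe labeling so polarization falls and inhibition rises; many of its hits are not listed in these tables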
# pPAFAH FP inh: inhibitors of human plasma PAF acetylhydrolase (pPAFAH); recombinant pPAFAH, FP-rhodamine probe fluorescence polarization; 330,000 tested, 1.5% active; inhibition, % at 3.39 µM; AID 463082;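 active = inhibition above the mean inhibition across the screen plus 3 SD, cut at about 25% in these data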;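 note: inhibitors block binding of the rhodamine activity-based probe so polarization drops; 0% = enzyme with DMSO and 100% = wells lacking pPAFAH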
# MCL1 BIM primary: inhibitors of human MCL1 binding to BIM-BH3 peptide; AID 2057; GST-MCL1 / FITC-Bim-BH3 fluorescence polarization; inhibition, % at 10.9 µM; 320,000 tested, 0.68% active; Q07820;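 active = inhibition above the mean inhibition of all tested compounds plus 3 SD, set per campaign, cut at about 40% in these data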;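 note: 0% = DMSO wells and 100% = unlabeled Bim-BH3 peptide control; higher means more loss of mP so more displacement of Bim peptide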
# PAFAH1B2 FP inh: blocks human PAF acetylhydrolase 1b catalytic subunit 2 | recombinant PAFAH1B2, FP-rhodamine activity probe, fluorescence polarization | inhibition, % at 3.39 µM | 340,000 tested, 1.2% active;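 active = inhibition above the mean of all tested compounds plus 3 SD, cut at about 24% in these data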;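 note: 0% = enzyme with DMSO and 100% = wells lacking PAFAH1B2; many of its hits are not listed in these tables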
# Target sequence (P68402 whole entry, looked up): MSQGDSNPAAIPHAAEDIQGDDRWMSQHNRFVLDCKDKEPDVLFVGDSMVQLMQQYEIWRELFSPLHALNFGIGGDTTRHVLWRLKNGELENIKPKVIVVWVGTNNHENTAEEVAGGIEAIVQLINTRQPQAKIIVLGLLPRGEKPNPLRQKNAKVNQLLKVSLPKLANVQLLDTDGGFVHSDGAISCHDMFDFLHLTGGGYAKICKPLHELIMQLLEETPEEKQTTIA
# Bcl-xL primary: inhibitors of human Bcl-xL; GST-Bcl-xL / FITC-Bim BH3 peptide fluorescence polarization; inhibition, % at 10.9 µM; 320,000 tested, 0.7% active;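 active = inhibition above the mean of all tested compounds plus 3 SD, cutoff set per campaign, cut at about 30% in these data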;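 note: 0% = DMSO wells and 100% = unlabeled Bim-BH3 peptide competitor; inhibitors lower millipolarization by displacing the labeled peptide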
# Target sequence (Q07817 whole entry, looked up): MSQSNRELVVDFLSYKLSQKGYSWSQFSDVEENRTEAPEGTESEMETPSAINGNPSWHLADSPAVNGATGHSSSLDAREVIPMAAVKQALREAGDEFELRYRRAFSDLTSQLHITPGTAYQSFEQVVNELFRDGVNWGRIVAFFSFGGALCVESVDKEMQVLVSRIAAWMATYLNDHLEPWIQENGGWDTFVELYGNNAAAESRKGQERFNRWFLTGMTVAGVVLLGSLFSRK
# AHR act: human AHR activation. AID 2796. 320,000 tested, 2.5% active. activation, % at 5 µM. AHR-responsive luciferase reporter cells, luminescence; in the data active = activation above about 47%;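 note: 0% = vehicle wells and 100% = reference agonist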
# GLD-1 RNA inh: GLD-1-TGE RNA interaction inhibition (C. elegans); Q17339; purified GLD-1 + fluorescein TGE RNA, fluorescence polarization; inhibition, % at 5.96 µM; 320,000 tested, 0.44% active;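 active = percent inhibition above a per-plate cutoff, the plate mean of test compounds plus 3 SD, cut at about 30% in these data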;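 note: 0% = DMSO wells with GLD-1 and probe and 100% = wells lacking GLD-1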
# Target sequence (Q17339 whole entry, looked up): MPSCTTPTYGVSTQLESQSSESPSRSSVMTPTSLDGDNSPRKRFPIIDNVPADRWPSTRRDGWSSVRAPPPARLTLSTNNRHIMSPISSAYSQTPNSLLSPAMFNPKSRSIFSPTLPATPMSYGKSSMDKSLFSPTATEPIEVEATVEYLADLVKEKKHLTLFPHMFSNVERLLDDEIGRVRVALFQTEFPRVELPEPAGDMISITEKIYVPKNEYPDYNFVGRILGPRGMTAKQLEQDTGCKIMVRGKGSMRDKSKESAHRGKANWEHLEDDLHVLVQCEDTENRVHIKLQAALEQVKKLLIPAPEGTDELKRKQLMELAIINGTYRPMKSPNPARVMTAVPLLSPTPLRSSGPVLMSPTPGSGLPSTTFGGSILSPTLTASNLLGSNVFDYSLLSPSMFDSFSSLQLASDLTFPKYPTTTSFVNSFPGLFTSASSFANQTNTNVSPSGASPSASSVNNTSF
# Starred values were filed as active, the others as inactive; · = no result given.
SMILES,MEX-5 binding,Fam108B inh,PME-1 inh,pPAFAH FP inh,MCL1 BIM primary,PAFAH1B2 FP inh,Bcl-xL primary,AHR act,GLD-1 RNA inh
CSc1[nH]c(=O)c(C(=O)O)cc1C#N,-2.0,2,-1,-2,0,4,7,-1,3
CCCCn1c(SC(C)C(N)=O)nc2cc(C(=O)OC)ccc2c1=O (stereo not given),5.0,3,-3,4,-2,2,1,1,-3
O=C1C2C3C=CC(C3)C2C(=O)N1CCN1CCN(S(=O)(=O)c2ccc3ccccc3c2)CC1 (stereo not given),-2.8,10,11,3,2,-1,-2,2,-4
COCCNC(=O)C(=O)NNC(=O)c1ccccc1OC,2.3,0,0,6,-6,-2,1,24,5
Cc1ccc(N2CCN(C(=O)N3CCCC3)CC2)cc1C,-1.9,4,1,14,5,4,6,1,-2
C=CCSc1nc(=O)n2cccc(C)c2n1,-1.2,-2,-2,-1,0,-1,0,1,-2
CCN(CCNC(=O)C1CCN(S(C)(=O)=O)CC1)c1ccccc1,0.1,3,-2,-5,12,0,-1,2,0
CSCC[C@H](NC(=O)OC(C)(C)C)C(=O)N1CCC(C(=O)NCC(=O)Nc2ccc(C)cc2)CC1,1.0,-4,3,3,4,6,7,0,-9
Cn1c(=O)c(C(=O)COc2ccc(C#N)cc2)c(N)n(Cc2ccccc2)c1=O,-5.2,3,-6,6,4,2,4,-1,0
CCCn1ncc(CN2CCN(Cc3ccsc3)C(CCO)C2)c1C (stereo not given),-4.0,1,-3,5,-1,2,4,0,0
O=C(c1noc2c1CSc1ccccc1-2)N1CCN(c2ccc(Cl)cc2)CC1,1.4,-4,8,5,-2,0,-2,6,-5
COc1ccccc1NC(=O)CCCCC(=O)Nc1ccccc1OC,1.8,2,-1,5,7,4,5,-1,-3
Cc1ccc(NC(=O)CN2C(=O)NC(C)(C3CC3)C2=O)cc1S(=O)(=O)N1CCCCC1 (stereo not given),·,·,-3,-1,-1,-3,-5,3,0
O=C(Nc1ccc(-c2nnn(CC(=O)N3CCN(C(=O)c4ccco4)CC3)n2)cc1)c1ccc(F)cc1,-4.6,-4,-6,4,-1,2,3,-2,7
CCOC(=O)c1ccccc1NC(=O)c1cccs1,·,-3,-2,8,8,-1,2,-1,9
C/C(CC(=O)Nc1ccc(Cl)cc1Cl)=N\NC(=O)c1ccco1,-1.0,-4,-2,4,2,-1,-1,7,2
Cc1cc(C(C)(C)C)oc1C(=O)OCC(=O)NC1CCCCC1,2.8,3,-1,3,9,6,4,2,2
CN1CCC[C@@H]1CCNC(=O)c1cccc2c1C(=O)c1ccc(N3CCCC3)cc1S2(=O)=O,·,·,·,1,·,-19,·,1,12
CCc1ccccc1NS(=O)(=O)c1cc2c(cc1C)n(C)c(=O)c(=O)n2C,-0.7,0,3,0,2,5,0,-1,-1
Cc1ccc(NCC(=O)N/N=C\c2cccc(O)c2)cc1,-0.4,1,4,1,-4,5,-5,65*,7
O=C(Cc1cccs1)Nc1nnc(COc2ccccc2)s1,0.9,-2,-13,8,3,1,4,23,7
Cc1cccc(NS(=O)(=O)c2cn(C)c(=O)n(C)c2=O)c1C,-1.3,0,-2,5,-4,8,-2,0,9
COc1ccc(CNC(=S)N/N=C/c2ccc(O)c(OC)c2)cc1,-0.2,9,10,12,1,5,1,9,6
CCc1ccccc1S(=O)(=O)Cc1ccc(C(=O)NCc2cccs2)o1,-2.5,-1,5,1,7,-3,7,-1,5
CCN(CCCNC(=O)CNC(=O)c1nn(-c2ccc(OC)c(OC)c2)c(=O)c2ccccc12)c1ccccc1,1.8,3,4,3,3,10,4,1,3
NC(=O)c1ccccc1N/C=C/C(=O)c1ccccc1,-1.2,4,-3,5,-2,1,2,7,-12
COCc1cc(CN(C)C(=O)c2oc3c(F)cccc3c2C)[nH]n1,-0.4,1,8,4,2,5,5,2,-2
Cc1ccc(C(=O)COC(=O)c2ccc(Br)o2)cc1C,-1.1,4,-2,10,3,0,2,-1,-3
CC1CC(C)CN(CC(=O)NCCc2ccc(S(N)(=O)=O)cc2)C1 (stereo not given),1.0,4,-3,6,-1,0,-3,1,2
CCCCC(O)(CCCC)C(=O)NN(C(=O)CCl)c1ccccc1,0.2,-2,2,-5,-2,-1,3,-3,3
COc1ccc(-c2noc(-c3ccco3)n2)cc1OC,-1.3,1,-1,2,6,5,5,3,-3
Brc1c(-c2ccccc2)nc2n1Cc1ccccc1-2,-1.5,0,1,0,0,4,5,54*,3
CCCc1ccc(C(=O)NNC(=O)c2ccc(Cl)cc2)cc1,-4.9,-7,-7,5,8,0,-1,0,3
COc1cc(/C=N/NC(=O)/C(=C\c2ccc([N+](=O)[O-])cc2)NC(=O)c2ccccc2)cc(OC)c1O,0.9,3,5,13,6,1,11,14,-5
CC(C)c1ccc(NC2CCCN(C(=O)C3=NN(C)C(=O)CC3)C2)cc1 (stereo not given),0.7,8,2,3,4,2,8,15,0
CCC(C)NC(=O)CNC(=O)c1nn(-c2ccc(OC)cc2)c(=O)c2ccccc12 (stereo not given),1.9,-4,-1,-1,-1,2,2,4,6
Cc1ccccc1NC(=O)COc1ccc(Br)cc1C,-1.9,-3,-27,6,4,4,2,-3,5
Cc1ccc(C2=NN(C(=O)CCC(=O)O)C(c3cccs3)C2)cc1 (stereo not given),0.5,2,2,-1,6,-1,1,3,6
COc1ccc(-n2ncc3c(NCCN4CCOCC4)ncnc32)cc1,0.1,1,-1,2,5,6,5,1,3
CC(=O)Nc1ccc(NC(=O)c2ccc(Cn3cc(Cl)cn3)cc2)cc1,0.1,-1,4,-3,7,-4,7,-4,-1
COc1cc(F)ccc1S(=O)(=O)N1CCN(c2ccccc2)CC1,-0.2,-2,0,4,1,4,6,-1,-7
S=C(Nc1ccc(Oc2ccccc2)cc1)N(CCCN1CCOCC1)Cc1ccccn1,-1.2,3,2,0,-1,4,5,2,7
O=C1CSC(c2ccccc2[N+](=O)[O-])N1c1ccccc1 (stereo not given),-0.4,1,5,6,9,6,3,5,1
COc1ccc(-n2c(C)c([N+](=O)[O-])c3ccc(O)c(CN(C)C)c32)cc1,-0.9,3,2,2,-2,0,2,-1,8
COc1ccc(-n2cccc2/C=C2/NC(=O)N(c3cccc(Cl)c3)C2=O)cc1,-1.2,-8,-4,5,-26,4,-10,36,3
COC(=O)c1scc(C)c1NC(=O)c1ccc(Cl)cc1,-4.4,4,4,3,3,4,4,2,-5
CC(=O)Nc1ccccc1C(=O)C(=O)Nc1ccc(Cl)cc1,-1.2,-3,1,4,7,4,4,4,9
N/C(=N\OC(=O)Oc1ccccc1)c1ccc([N+](=O)[O-])cc1,0.3,0,-6,-4,9,0,5,22,-2
CCCn1c(SCC(=O)NC2CCCC2)nnc1C(C)C,1.1,-3,-2,8,5,4,4,0,0
CN1CC(=O)N2[C@H](c3ccc4c(c3)OCO4)c3[nH]c4ccccc4c3C[C@@H]2C1=O,2.2,2,-1,6,3,-1,9,0,-2
Cc1ccc(NC(=O)CCn2cccc2)cc1Cl,-6.1,-1,-11,2,2,2,7,4,5
CCc1nnc(NS(=O)(=O)c2ccc(NC(=O)c3ccccc3O)cc2)s1,-0.4,6,-4,-4,2,4,6,0,1
Cc1ccccc1-c1nc(CS(=O)(=O)CC(=O)NCc2ccco2)c(C)o1,-1.9,-1,-9,7,4,2,0,3,14
Cc1oc(-c2ccccc2F)nc1CS(=O)CC(=O)NCc1ccccc1 (stereo not given),-0.1,2,2,0,0,4,2,5,-4
Cc1ccc(C23CC4CC(CC(C(=O)OCC(=O)N(C)C)(C4)C2)C3)cc1,-0.7,1,3,2,-3,7,1,0,2
CCN(CC(=O)NCc1ccc(Cl)cc1)C(=O)/C=C/c1ccco1,-2.7,2,-1,1,0,5,4,0,-2
Cc1ccc(N2C(=O)C(Cl)=C(NCc3ccccc3)C2=O)c(C)c1,-1.1,-4,3,-4,3,3,7,8,-3
CSCCC(NS(=O)(=O)c1ccc(C)cc1)C(=O)NCCc1c[nH]c2ccccc12 (stereo not given),0.1,-8,-4,7,2,4,3,15,4
Cc1csc(NC(=O)CSc2nnc(-c3ccccn3)n2-c2ccc(C)c(C)c2)n1,2.8,0,2,-4,0,2,1,6,11
CCC(c1nnnn1CCOC)N1CCN(c2nc3ccccc3s2)CC1 (stereo not given),0.5,0,-2,3,-2,1,1,0,-8

# Other compounds
SMILES,MEX-5 binding,Fam108B inh,PME-1 inh,pPAFAH FP inh,MCL1 BIM primary,PAFAH1B2 FP inh,Bcl-xL primary,AHR act,GLD-1 RNA inh
Cc1ccc2c(c1)c1c3n2CCN(C(=O)Cn2c(-c4ccccc4)noc2=O)C3CCC1 (stereo not given),0.9,3,3,9,-1,10,0,4,5
Cc1ccccc1NC(=O)C1C2CCCC1C2c1ccccc1 (stereo not given),1.7,-4,0,-4,5,14,-1,-1,0
CC(C)c1ccc(S(=O)(=O)N2CCN(C(=O)c3cccc(F)c3)CC2)cc1,-2.5,-1,-2,2,3,11,-1,2,4
c1ccc(CSc2ncnc3c2cnn3Cc2ccccc2)cc1,-4.6,-1,-9,7,6,-7,3,-3,1
ON1C2CCCCC2N(O)C1c1c(F)c(F)c(F)c(F)c1F (stereo not given),0.4,5,4,2,0,5,-2,2,3
COc1ccc(CCn2c(=O)[nH]c3cc(C(=O)NCCCN4CCOCC4)ccc3c2=O)cc1OC,1.2,5,-4,-3,5,2,3,1,7
CC(C)=Nc1ccccc1C1COC(=O)C1=N (stereo not given),0.2,-1,-5,-1,10,-4,2,13,0
CN(Cc1ccccc1F)c1nc(-c2cccs2)nc2ccccc12,1.5,-7,-2,3,3,5,9,31,1
C/C(=N\NC(=O)c1c(Br)cnn1C)c1ccc(NC(=O)c2ccc(F)cc2)cc1,-1.4,0,6,-3,4,4,6,11,2
O=C(N=C1SCC(=O)N1c1ccccc1Cl)c1ccco1,1.8,-3,-20,-9,-4,1,0,3,2
O=C(Nc1ccc2c(c1)OCO2)Nc1ccc(Cl)cc1Cl,-1.7,1,0,9,1,2,3,1,8
Cc1cccc(NC(=O)c2ccc(Cl)c(NC(=O)c3ccncc3)c2)c1C,1.1,3,4,0,6,-2,2,-1,0
O=C1C(Cl)=C(NCCN2CCCCC2)C(=O)c2ccccc21,-4.2,4,4,7,-6,3,1,17,4
C/C(=N\NC(=O)CNc1cccc(C(F)(F)F)c1)c1cccs1,-6.5,0,0,6,-8,2,-8,25,5
NC(=O)c1ccc(-n2nnnc2Oc2ccc(Br)cc2)cc1,3.4,-1,7,4,0,0,2,4,4
Cc1ccccc1NC(=O)C1CCCN(S(=O)(=O)c2ccc(-n3cnnn3)cc2)C1 (stereo not given),-1.8,1,2,5,2,0,7,1,6
CC(=O)c1cccc(OCC(=O)Nc2cccc(C(=O)Nc3c(C)n(C)n(-c4ccccc4)c3=O)c2)c1,·,·,4,3,-18,1,-10,2,8

# Entries of single compounds, quoted from the list. Screens in order: MEX-5 binding, Fam108B inh, PME-1 inh, pPAFAH FP inh, MCL1 BIM primary, PAFAH1B2 FP inh, Bcl-xL primary, AHR act, GLD-1 RNA inh
# O=C1C(Cl)=C(NCCN2CCCCC2)C(=O)c2ccccc21 is entered as -4.2, 4, 4, 7, -6, 3, 1, 17, 4
# O=C(N=C1SCC(=O)N1c1ccccc1Cl)c1ccco1 is entered as 1.8, -3, -20, -9, -4, 1, 0, 3, 2
# C/C(=N\NC(=O)CNc1cccc(C(F)(F)F)c1)c1cccs1 is entered as -6.5, 0, 0, 6, -8, 2, -8, 25, 5

# Some of the compounds tested; count on the stated rates, not on these rows.
